TLR4-MyD88 BLA: inhibitors of human TLR4-MyD88 binding | HeLa CL3-4 TLR4/MyD88 BLA complementation, FRET ratio | inhibition, % at 8.4 µM | 0.18% of 200,000 active; in the data active = inhibition above about 25%;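 note: 0% = vehicle and 100% = reference inhibitor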
Target sequence (O00206 whole entry, looked up): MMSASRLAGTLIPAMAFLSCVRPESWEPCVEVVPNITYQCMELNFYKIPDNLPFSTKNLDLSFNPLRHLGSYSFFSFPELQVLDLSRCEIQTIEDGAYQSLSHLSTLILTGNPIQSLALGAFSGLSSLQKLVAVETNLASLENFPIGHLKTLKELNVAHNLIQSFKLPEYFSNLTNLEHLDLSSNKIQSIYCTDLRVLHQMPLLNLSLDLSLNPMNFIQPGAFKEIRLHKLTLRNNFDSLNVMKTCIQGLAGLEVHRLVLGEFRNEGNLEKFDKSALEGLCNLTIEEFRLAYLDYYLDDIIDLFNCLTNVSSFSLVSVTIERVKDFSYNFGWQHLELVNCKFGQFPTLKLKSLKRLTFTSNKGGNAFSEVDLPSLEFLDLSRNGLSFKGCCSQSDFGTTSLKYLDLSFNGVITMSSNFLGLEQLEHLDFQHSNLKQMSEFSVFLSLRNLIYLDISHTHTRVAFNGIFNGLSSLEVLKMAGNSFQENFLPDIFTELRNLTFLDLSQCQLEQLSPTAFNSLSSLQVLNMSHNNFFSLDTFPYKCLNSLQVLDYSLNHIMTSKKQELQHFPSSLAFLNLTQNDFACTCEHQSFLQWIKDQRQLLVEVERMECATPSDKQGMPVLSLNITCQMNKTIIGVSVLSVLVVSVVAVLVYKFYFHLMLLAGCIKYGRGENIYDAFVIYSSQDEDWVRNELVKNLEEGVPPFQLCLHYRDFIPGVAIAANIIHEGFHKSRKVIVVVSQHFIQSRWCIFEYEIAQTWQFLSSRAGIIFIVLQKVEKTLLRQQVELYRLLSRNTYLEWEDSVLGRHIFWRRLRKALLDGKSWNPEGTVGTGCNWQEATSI
Target sequence (Q99836 whole entry, looked up): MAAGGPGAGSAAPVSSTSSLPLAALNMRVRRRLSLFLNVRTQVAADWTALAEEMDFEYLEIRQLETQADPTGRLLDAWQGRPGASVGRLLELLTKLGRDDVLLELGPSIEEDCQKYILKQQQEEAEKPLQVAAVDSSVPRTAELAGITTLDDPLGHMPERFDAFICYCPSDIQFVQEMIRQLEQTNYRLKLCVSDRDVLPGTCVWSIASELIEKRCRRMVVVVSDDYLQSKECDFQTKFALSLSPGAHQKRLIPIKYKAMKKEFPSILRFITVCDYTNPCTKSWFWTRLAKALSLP
APP 5UTR inh: APP translation inhibition; inhibition, % at 2 µM; SH-SY5Y APP 5'UTR-luciferase reporter, luminescence; 0.82% of 190,000 active; AID 1285;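 active = inhibition above a set limit, derived from the sample mean plus 3 SD, cut at about 45% in these data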; note: values of inactives mirror those of a sister screen read the other way
FLuc stim CS: affects firefly luciferase, flagging false hits in luciferase stimulation screens; ATPlite luciferase biochemical, luminescence, 10 min; 0 = ATP-free wells, 1 = DMSO control; P08659; 200,000 tested, under 10 active; activation factor at 10 µM; AID 1027;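 active = luciferase activation factor, scaled between plate controls, of at least 2 with compound at 10 µM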
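Material: Luciferase/luciferin reagent mix | Doses: Test compounds dosed from 2 mM stocks in 100% DMSO | Timing: 10 min incubation after luciferase reagent addition, room temperature | Measured by: Luminescence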
FLuc inhib CS: inhibits firefly luciferase, flagging false hits in luciferase inhibition screens. P08659. ATPLite firefly luciferase biochemical luminescence, 10 min. inhibition, % at 10 µM. 1.5% of 200,000 active. AID 1006;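 active = inhibition above about 50% when tested at 10 µM, limit read from the data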
STAT1 activator: STAT1 signaling activation. activation (% of control), % at 5.5 µM. NIH 3T3 STAT1-luciferase reporter, IFN-gamma, luminescence; 100% = IFN-gamma alone, no compound. 2.6% of 200,000 active;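 active = activation above the screen-wide mean activation plus 3 SD, cut at about 130% in these data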;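 note: raw ratio to IFN-gamma control signal so 100% means no change and 0% no light; values of inactives mirror those of a sister screen read the other way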
G6PDH counter: L. mesenteroides G6PDH inhibition counter-screen; Purified L. mesenteroides G6PDH, diaphorase/resazurin coupled fluorescence, 45 min; inhibition, % at 5 µM; 0.12% of 200,000 active; in the data active = inhibition above about 50%
NF-kB expr up: raises NF-kB expression in human neuronal cells; NF-kB reporter expression; hits give high values; fold change at 12.5 µM; 1.6% of 190,000 active; AID 1239; in the data active = fold change above about 3.3
Diaphorase act: activates diaphorase or chemically reduces, flagging diaphorase assay artifacts; 0.005% of 190,000 active; activation factor at 20 µM; Diaphorase/resazurin coupled assay, resorufin fluorescence, 16 min; hits give high values; 1 = vehicle wells, 0 = NADH-free wells;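 active = diaphorase activity raised at least twofold by the compound at 20 µM; inactive = activation factor below 2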
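Assay system: bacterial diaphorase enzyme (C. kluyveri) / Input: enzyme 0.07 U/mL final / Medium: 50 mM HEPES pH 7.4 with 4.542 mM MgCl2, 0.005% Tween 20 / Doses: single compound dose of 20 µM, 1% DMSO final / Incubation: 16 min enzyme reaction, ambient temperature / Signal: fluorescence, excitation 544 nm and emission 590 nm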
Diaphorase inh: diaphorase inhibition or chemical oxidation counter-screen. 0.69% of 190,000 active. inhibition, % at 20 µM. diaphorase resazurin-to-resorufin fluorescence, NADH, 16 min; bacterial (C. kluyveri) enzyme, not human. AID 1217;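 active = primary screen inhibition at 20 µM above a set limit, cut at about 50% in these data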;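 note: plate controls were DMSO with full reaction for no effect and wells lacking NADH for full effect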
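Assay system – diaphorase enzyme from Clostridium kluyveri · Amount – diaphorase 0.14 U/mL (working solution) · Times – reaction incubation of 16 min at room temperature · Controls – No-NADH positive control and DMSO neutral control · Signal – resorufin fluorescence 544/590 nm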
APP 5'UTR act: activates APP 5'UTR luciferase reporter; 1% of 190,000 active; AID 1276; activation, % at 2 µM; SH-SY5Y APP 5'UTR luciferase reporter, luminescence; zero percent = DMSO vehicle wells;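 active = activation above a set limit, based on mean plus 3 SD of controls, cut at about 140% in these data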; note: values of inactives mirror those of a sister screen read the other way
* = called active by the depositor; . = not tested or not shown.

SMILES	TLR4-MyD88 BLA	APP 5UTR inh	FLuc stim CS	FLuc inhib CS	STAT1 activator	G6PDH counter	NF-kB expr up	Diaphorase act	Diaphorase inh	APP 5'UTR act
Cc1cccc(NC(=O)C2CC(=O)NC(Nc3nc4ccccc4s3)=N2)c1 (stereo not drawn)	18	10	1.1	-11	99	15	1.1	0.9	5	-10
Cc1c(NC(=O)C(C)OC(=O)/C=C/c2ccco2)c(=O)n(-c2ccccc2)n1C (stereo not drawn)	-3	12	1	-3	106	14	0.95	0.9	13	-12
CCOC(=O)c1ccc(Nc2nc(C)cc(=O)[nH]2)cc1	2	6	1	0	105	4	1	0.9	10	-6
CCOC(=O)c1c(C2CC2)csc1NC(=O)CSCc1c(C)noc1C	5	2	1.1	-8	102	3	1.1	0.8	17	-2
O=S(=O)(c1ccc(Cl)c(C(F)(F)F)c1)N1CCN(CC(O)COCC2CCCO2)CC1 (stereo not drawn)	-4	4	1.1	-7	92	-14	0.85	0.7	28	19
C/C(N)=C(/C#N)C(=O)COC(=O)CCC1CCCC1	-8	7	1	-2	89	9	0.91	1	-2	-7
C1=CC2c3ccccc3NC(c3ccncc3)C2C1 (stereo not drawn)	7	16	1	-1	92	20	0.38	0.7	27	-16
CC(=O)N(C(C)=O)S(=O)(=O)c1ccc(N=NN2CCCCC2)cc1	-7	.	1	-4	108	-1	1	1.1	-6	.
CC(=O)NC(CC(=O)N(C)Cc1cccc(Cl)c1Cl)c1ccccc1 (stereo not drawn)	7	-9	1.1	-8	104	0	1.4	1	4	9
CCCC(=O)Nc1nc2ccc(S(N)(=O)=O)cc2s1	-4	-15	1	-1	110	-18	1.3	0.7	27	15
CCOC(=O)C1CCCN(C(=O)c2cc3nc(-c4cccc(OC)c4)cc(C(F)(F)F)n3n2)C1 (stereo not drawn)	-2	9	1.1	-6	102	-25	0.37	0.8	15	-9
CC(=O)N(Cc1cccnc1)Cc1cc2ccccc2[nH]c1=O	2	5	1.1	-5	93	4	0.97	0.9	8	-5
NS(=O)(=O)c1ccc(NC=C2C(=O)OC3(CCCCC3)OC2=O)cc1	-9	-1	1	2	100	20	1.1	1	2	1
O=C(O)c1ccc(COc2c(F)c(F)cc(F)c2F)cc1	-9	-7	1	2	101	9	1.2	0.9	8	7
CCOC(=O)C(CSCc1ccccc1)NC(=O)OC(C)(C)C (stereo not drawn)	-7	-10	1	-5	96	0	1.1	0.9	12	10
COc1ccc(N2C(=O)CC(Sc3ncccc3C(=O)O)C2=O)cc1 (stereo not drawn)	-1	7	1.1	-8	95	2	0.97	0.9	6	-7
O=C(c1cccn2c(=O)c3ccccc3nc12)N1CCN(Cc2ccc3c(c2)OCO3)CC1	19	16	1	-2	95	3	0.77	0.8	20	-16
COCCNc1cc(C)nc2c3c(C)cc(C)nc3nn12	-4	-7	1.1	-8	101	15	0.99	0.9	12	7
CCn1c(SCC(=O)c2ccc(Cl)cc2)nnc1C(C)C	4	-8	1	2	114	-1	1.5	0.9	12	8
Cc1cc(NC(=O)CSc2nnc(C)c(=O)n2N)no1	-16	-13	1	-4	98	8	1.4	0.9	9	13

In the list so far, 3 have fluorine.
SMILES	TLR4-MyD88 BLA	APP 5UTR inh	FLuc stim CS	FLuc inhib CS	STAT1 activator	G6PDH counter	NF-kB expr up	Diaphorase act	Diaphorase inh	APP 5'UTR act
O=S(=O)(c1ccc(Cl)c(C(F)(F)F)c1)N1CCN(CC(O)COCC2CCCO2)CC1 (stereo not drawn)	-4	4	1.1	-7	92	-14	0.85	0.7	28	19
CCOC(=O)C1CCCN(C(=O)c2cc3nc(-c4cccc(OC)c4)cc(C(F)(F)F)n3n2)C1 (stereo not drawn)	-2	9	1.1	-6	102	-25	0.37	0.8	15	-9
O=C(O)c1ccc(COc2c(F)c(F)cc(F)c2F)cc1	-9	-7	1	2	101	9	1.2	0.9	8	7

Profiles as entered above. Values in the order: TLR4-MyD88 BLA, APP 5UTR inh, FLuc stim CS, FLuc inhib CS, STAT1 activator, G6PDH counter, NF-kB expr up, Diaphorase act, Diaphorase inh, APP 5'UTR act
C1=CC2c3ccccc3NC(c3ccncc3)C2C1 (stereo not drawn) is listed as 7, 16, 1, -1, 92, 20, 0.38, 0.7, 27, -16
CCOC(=O)C1CCCN(C(=O)c2cc3nc(-c4cccc(OC)c4)cc(C(F)(F)F)n3n2)C1 (stereo not drawn) is listed as -2, 9, 1.1, -6, 102, -25, 0.37, 0.8, 15, -9
CC(=O)N(Cc1cccnc1)Cc1cc2ccccc2[nH]c1=O is listed as 2, 5, 1.1, -5, 93, 4, 0.97, 0.9, 8, -5

The list goes on:
SMILES	TLR4-MyD88 BLA	APP 5UTR inh	FLuc stim CS	FLuc inhib CS	STAT1 activator	G6PDH counter	NF-kB expr up	Diaphorase act	Diaphorase inh	APP 5'UTR act
CCN(CC)c1ccc(NC(=O)c2ccccc2F)cc1S(=O)(=O)Nc1ccccc1OC	-8	3	1	1	107	4	0.83	0.7	29	-3
CCOCC(=O)NCc1ccc2c(c1)OCO2	-11	4	1	-3	98	6	1.1	0.9	12	-4
Cc1cccc(-n2c(C)cc(/C=C3\C(=N)N4N=C(CC(C)C)SC4=NC3=O)c2C)c1	-11	-4	1.1	-5	98	7	1.1	1	0	4
O=C(CSc1ccccc1)NCc1ccccn1	-7	4	1.1	-8	103	-2	0.98	0.9	9	-4
O=C(NC1CCCCC1)N1CCCCCC1	-12	-4	1	-3	95	1	1.8	0.9	13	4
CCc1ccc(-n2c(SCC(=O)Nc3cccc(S(=O)(=O)NC4=NCCCCC4)c3)nc3ccccc3c2=O)cc1	1	9	1.1	-5	87	-3	0.82	0.8	17	-9
CCc1ccc(-c2csc(-c3c[nH]c4ccccc34)n2)cc1	10	-40	1	2	132*	0	2.7	0.9	13	40
CCN1CCN(c2nc3ccccc3nc2C(C#N)C(=O)OC2CCCCC2)CC1 (stereo not drawn)	7	1	1.1	-7	104	-7	1.1	0.8	15	-1
CC(=O)Nc1ncc(Cc2cccc(Cl)c2)s1	8	13	1.1	-8	103	6	.	0.9	12	-13
Cc1cc(C(=O)Nc2c(C)n(C)n(-c3ccccc3)c2=O)c(C)o1	19	-17	1.1	-6	104	-6	1.1	0.9	9	17
O=C1/C(=C/c2cccnc2)Oc2cc(OS(=O)(=O)c3ccccc3)ccc21	5	-18	1	2	98	-1	1	0.9	12	18
O=C(N/N=C/c1ccccn1)c1ccc(N/N=C/c2ccccn2)cc1	3	-48	0.3	72*	104	-2	0.89	1	4	48
CC(C)(C)c1ccc(OCC(=O)N2CCCCCC2)c(Br)c1	8	-19	1	0	134*	4	1	0.9	12	19
CCC1CCCCN1C(=O)Cn1c(=O)n(CCC(=O)NCc2ccco2)c(=O)c2sccc21 (stereo not drawn)	0	-19	1	-2	101	4	1	0.8	21	19
Cc1cccc(Cn2cnc3ccccc32)c1	1	-14	1.1	-6	102	8	1.4	1	2	14
CNc1oc(-c2cccc3ccccc23)nc1C#N	-9	-17	1	-2	100	4	1.1	0.8	20	17
O=C(Cc1cc(=O)[nH]c(=O)[nH]1)NCc1ccc(Cl)cc1	-6	5	1	-1	101	13	1.1	1	5	-5
CS/C(=N/S(=O)(=O)c1ccc(C)cc1)c1ccccc1	-6	6	1	-3	92	-1	1.2	1	-1	-7
O=C1CC(N2CCN(c3ccc(F)cc3)CC2)C(=O)N1c1ccccc1 (stereo not drawn)	8	2	1	-3	103	8	1.1	0.9	11	-2
COc1ccc(-n2nc(C(=O)NCc3cc(OC)ccc3OC)c3c4ccccc4n(C)c3c2=O)cc1	3	-4	1	-3	91	3	1.1	1.1	-6	4
Cc1nc2sccn2c(=O)c1Cl	1	-4	1.1	-9	97	4	1.1	1	3	4
O=C(NCc1ccc(Cl)cc1)C(=O)NCC(c1ccco1)N1CCOCC1 (stereo not drawn)	-8	-1	1.1	-9	93	-6	0.88	1	-3	1
COc1ccc(-c2c(C#N)c(N)nc3c2CCCC3)cc1OC	5	-2	.	.	110	.	.	.	.	2
O=C(Cn1nc(Cc2ccncc2)c2ccccc2c1=O)N1CCN(C(=O)c2ccco2)CC1	2	-1	1.1	-9	101	-23	1.1	0.8	16	1
Cc1ccnc(NC(=O)c2ccc(S(=O)(=O)c3ccccc3)cc2)c1	3	-13	1	-2	99	4	1.2	1	2	13
CCCC(c1nnnn1CC1CCCO1)N1CCN(c2cc(Cl)ccc2C)CC1 (stereo not drawn)	8	-13	1	-2	99	-3	1.2	0.7	26	13
Cc1ccc(Nc2ncccc2C(N)=O)cc1	-11	-82	0.9	11	127	6	3.3	0.9	11	82
COc1ccc(C(=O)Nc2cccc3c2C(=O)NC3=O)cc1S(=O)(=O)N1CCOCC1	9	-1	1.1	-5	92	8	0.85	0.9	14	1
Cc1ccc(NC(=O)CSc2ccc(-c3cccnc3)nn2)cc1Cl	12	11	1	-5	95	4	1	1	1	-11
CC(C)N1CC(C(=O)Nc2ccccc2)CC1=O (stereo not drawn)	-12	-9	1	-4	99	4	1.2	0.9	12	9
O=C(O)CCN1C(=O)NC2(CCCC2)C1=O	-15	-4	1	-4	110	-1	1.3	0.9	12	4
CCN(CC)S(=O)(=O)c1ccc(OC)c(NC(=O)C2CC(=O)N(c3ccc(C)cc3)C2)c1 (stereo not drawn)	-12	-1	1	-4	91	13	1	0.9	5	1
COc1ccc(CNC(=O)CCSCc2cccc(Cl)c2)cc1	0	-23	1	-2	106	-6	1.1	0.8	18	23

Assay outcomes as filed in PubChem BioAssay.
